High-throughput results as filed in PubChem.
PGE2 EP2 inh – human EP2 receptor antagonists, primary screen, TR-FRET cAMP, C6 glioma cells; Prostaglandin E2 receptor EP2 subtype (Homo sapiens), P43116; C6 glioma cells expressing human EP2; cells stimulated with saturating PGE2; inhibition, % at 25 µM; 260,000 tested, 0.52% active; AID 1422, 2008;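 active means percent inhibition above 40 after rounding to a whole number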;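 further: rat C6 glioma host cells with rolipram phosphodiesterase inhibitor present; the protocol text gives 20 µM as final concentration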
BaF3 parental – parental Ba/F3 cell viability inhibition, counter-screen for JAK2V617F inhibitor project, murine pro-B, CellTiter-Glo luminescence; inhibition, % at 5.6 µM; 220,000 tested, 1.1% active; AID 1486, 2009; CellTiter-Glo ATP luminescence;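 active means inhibition above a per-campaign cutoff, the mean inhibition of all tested compounds plus 3 SD, cut at about 27% in these data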;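 further: 0% = DMSO wells and 100% = JAK Inhibitor I control wells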
PPC-1+TRAIL kill – compounds killing PPC-1 cancer cells with TRAIL present, primary screen, TRAIL potentiator project, ATPLite luminescence, uHTS | 220,000 tested, 0.41% active | PPC-1 cells + TRAIL, ATPLite viability luminescence | cell killing (% activity), % at 4 µM;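 active means cell killing above 50% in the first pass at 4 µM, then a duplicate retest at 5 µM averaging 50% or more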;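 further: plate controls were cells with TRAIL plus DMSO for no effect and medium-only wells lacking cells for full effect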
RBBP9 inhibitor – human RBBP9 inhibitors, primary screen, biochemical, fluorescence polarization, FP-Rh probe, HTS | inhibition, % at 7.94 µM | AID 1515, 2009 | Serine hydrolase RBBP9 (Homo sapiens), O75884 | recombinant RBBP9 | 220,000 tested, 0.2% active;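 active means inhibition above the campaign mean of all tested compounds plus 3 SD, cut at about 14% in these data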;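 further: plate controls were DMSO wells with RBBP9 for no effect and wells lacking RBBP9 protein for full effect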
Target sequence (O75884 whole entry, looked up): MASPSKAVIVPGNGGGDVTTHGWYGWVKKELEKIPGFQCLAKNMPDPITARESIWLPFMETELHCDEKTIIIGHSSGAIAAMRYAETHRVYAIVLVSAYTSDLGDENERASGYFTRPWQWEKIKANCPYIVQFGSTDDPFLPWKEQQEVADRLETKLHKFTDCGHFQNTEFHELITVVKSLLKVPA
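Material: RBBP9 protein. Amount: RBBP9 at 2.5 µM in dispensed solution, before mixing. Schedule: 30 min then 45 min, 25 °C. Medium: Tris buffer pH 8.0, NaCl, Pluronic. Measured by: fluorescence polarization. Measure: percent inhibition from mP, scaled between DMSO and no-protein wells. Replication: one well per compound.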
Furin inh – human furin inhibitors, primary screen, biochemical, fluorescence intensity | 220,000 tested, 0.061% active | purified furin, fluorogenic substrate cleavage | inhibition, % at 30 µM | P09958; in the data active means inhibition above about 25%; further: inactives centre near -15
Ba/F3 V617F tox – reduced viability of JAK2V617F-dependent Ba/F3 cells, primary screen, JAK2V617F inhibitor project, cell-based, Ba/F3 EpoR-JAK2V617F, luminescence. ATP luminescence. inhibition, % at 5.6 µM. 220,000 tested, 1.1% active. AID 1446, 2008;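 active means inhibition above the campaign mean plus 3 SD over all tested compounds, cut at about 24% in these data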;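 further: cytokine-independent growth of Ba/F3 cells driven by EpoR plus mutant JAK2; 0% = DMSO-treated cells and 100% = JAK inhibitor I control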
p97 inhibitor – inhibitors of human p97 ATPase, primary screen, biochemical; 220,000 tested, 0.42% active; inhibition, % at 8 µM; recombinant p97 ATPase, Kinase-Glo ATP luminescence, 3 h; AID 1481, 2009; Transitional endoplasmic reticulum ATPase (Homo sapiens), P55072; in the data active means inhibition above about 15%;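 further: 0% = DMSO vehicle and 100% = wells lacking enzyme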
Target sequence (P55072 whole entry, looked up): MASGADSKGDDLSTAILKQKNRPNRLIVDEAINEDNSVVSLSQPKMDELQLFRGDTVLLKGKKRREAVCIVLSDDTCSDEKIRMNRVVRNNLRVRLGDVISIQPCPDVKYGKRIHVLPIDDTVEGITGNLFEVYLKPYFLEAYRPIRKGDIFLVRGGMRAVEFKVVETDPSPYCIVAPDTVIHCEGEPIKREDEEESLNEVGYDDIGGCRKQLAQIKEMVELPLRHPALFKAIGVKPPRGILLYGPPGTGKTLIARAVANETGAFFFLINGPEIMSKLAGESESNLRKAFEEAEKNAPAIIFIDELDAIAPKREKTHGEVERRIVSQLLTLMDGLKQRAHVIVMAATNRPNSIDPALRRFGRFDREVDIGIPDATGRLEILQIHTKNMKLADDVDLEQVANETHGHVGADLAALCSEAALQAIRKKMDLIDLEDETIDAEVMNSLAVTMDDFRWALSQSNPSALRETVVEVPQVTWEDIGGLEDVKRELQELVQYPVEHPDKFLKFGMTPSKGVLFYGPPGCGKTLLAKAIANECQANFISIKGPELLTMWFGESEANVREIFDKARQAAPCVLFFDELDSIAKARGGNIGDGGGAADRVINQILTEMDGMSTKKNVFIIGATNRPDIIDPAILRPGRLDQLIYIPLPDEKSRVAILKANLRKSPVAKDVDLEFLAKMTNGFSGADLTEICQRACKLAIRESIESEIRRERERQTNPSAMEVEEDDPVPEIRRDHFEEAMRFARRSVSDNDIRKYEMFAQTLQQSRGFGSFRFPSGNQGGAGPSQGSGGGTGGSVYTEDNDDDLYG
TbHK1 inh – Trypanosoma brucei hexokinase 1 inhibitors, primary screen, biochemical, G6PDH-coupled NADH absorbance, MLSCN library; 220,000 tested, 0.11% active; recombinant TbHK1, G6PDH-coupled NADH A340; AID 1430, 2008; inhibition, % at 10 µM; hexokinase 1 [Trypanosoma brucei];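 active means inhibition of 50% or more in the single-dose primary screen; inactive means inhibition below 50%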
p47phox inh – p47phox/p22phox peptide binding inhibitors, primary screen, biochemical, uHTS, NADPH oxidase regulatory subunit; Neutrophil cytosol factor 1 (Homo sapiens), P14598; fluorescence polarization, 2 h; inhibition, % at 24.7 µM; 220,000 tested, 0.53% active; AID 1274, 2008;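 active means inhibition above about 30%, limit read from the data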;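 further: 0% = p47phox with labelled peptide and 100% = labelled peptide alone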
Numbers without * were called inactive; . = not tested or not shown; & = joins results of further samples; [ ] = another dose, or the depositor's remark. Only part of the results is shown, so the mix of outcomes need not match the whole.

SMILES	PGE2 EP2 inh	BaF3 parental	PPC-1+TRAIL kill	RBBP9 inhibitor	Furin inh	Ba/F3 V617F tox	p97 inhibitor	TbHK1 inh	p47phox inh
CC1Cc2ccccc2N1C(=O)CCn1c(=O)oc2ccccc21 (stereo unspecified)	8	2	-1	6	-18	-3	-1	-1	5
C=CCn1c(SCc2ccc3c(c2)OCO3)nc2scc(-c3ccco3)c2c1=O	5	3	8	-10	-24[20 µM]	0	-1	-12	-51
CC(=O)OCC(=O)Nc1c(C)cccc1C	10	3	.	2	-15	-2	4	-2	-4
O=C(NCCN1CCOCC1)NC1(C(F)(F)F)Oc2ccccc2O1	7	9	-3	10	-18	2	0	2	-2
O=C(O)c1ccc(CNC(=S)Nc2ccccc2)cc1	5	9	25	-6	-14	2	0	-3	-8
CNC(=O)c1ccccc1NC(=O)c1cccc(S(=O)(=O)N2CCC(C)CC2)c1	17	0	9	-2	-11	-1	1	0	-13
O=C(N/C(=C/c1ccco1)C(=O)N1CCCCC1)c1cccs1	6	10	13	-3	-26[20 µM]	-1	0	-13	-7
Cc1ccccc1Nc1nc(N)nc(CCl)n1	3	-5	14	0	-6	37*	-10	1	-10
O=S(=O)(c1ccccc1)N1CCN(Cc2cccc(Cl)c2)CC1	10	-1	-12	-5	-21[20 µM]	-2	-1	2	-10
CC1CCCCN1C(=O)c1cccc(NC(=O)c2ccccc2)c1 (stereo unspecified)	8	-1	8	-3	-28	-3	7	-2	-7
CCCCc1c(O)nc(SCCC(=O)O)[nH]c1=O	5	2	-20	-13	-11[20 µM]	-4	3	-3	-1
CN(C(=O)c1ccc(-c2nn(C)c(=O)c3ccccc23)cc1)c1ccccc1	9	2	8	1	-11[20 µM]	-3	-6	-4	-11
Cn1c(C(F)(F)F)nc2c(=O)oc3ccccc3c21	5	7	16	-3	-26	1	0	-10	-12
COC(=O)c1ccccc1SC(CC(=O)c1ccccc1)c1ccc(F)cc1 (stereo unspecified)	8	0	-7	-6	-19	-4	5	-11	-14
COc1ccccc1OCC(=O)N(Cc1nc(-c2ccc(Cl)cc2)no1)C(C)C	10	6	16	-1	-8	-1	-9	-19	-13
O=C(c1ccco1)N1CCN(C(c2ccccn2)c2nnnn2C2CCCC2)CC1 (stereo unspecified)	11&5	3	3	-2	-27[20 µM]	-2	1	3	-5
COCCNC(=O)C12CC3CC(C1)CC(c1ccccc1)(C3)C2	10	7	4	-14	-8	5	-4	10	-3
CC(=O)Nc1sc(C)c(C)c1C(=O)OCC(=O)N(C)C1CCS(=O)(=O)C1 (stereo unspecified)	4	3	-9	-9	-3	3	-10	-4	-1
O=C(C1CCN(CCCc2ccccc2)CC1)N1CCCCC1	18	6	18	4	-12[20 µM]	4	-1	-6	-1
CSc1nn2c(C(F)(F)F)cc(C(F)(F)F)nc2c1C(=O)O	5	4	22	-4	-7	-4	8	-25	-1
COC(=O)c1ccc(CN2CCN(CCC(C)C)C(CCO)C2)cc1 (stereo unspecified)	8	2	23	-6	-27	0	2	-2	-4
Cc1cc(C)cc(NC(=O)N2CCC(C(=O)c3ccc(F)cc3)CC2)c1	7	4	14	-11	-10	1	-3	1	-2
Cc1ccc2nc(/N=C(\N)NC(=O)NC3CCCCC3)nc(C)c2c1	6	3	4	-12	-11	3	4	-7	-22
Cc1cc(Br)ccc1OCCCCN1CCC(C)CC1	5	5	6	0	-12	1	2	27	3

A few values from the entries so far:
Reading of `COCCNC(=O)C12CC3CC(C1)CC(c1ccccc1)(C3)C2` under p97 inhibitor: -4
Reading of `CC(=O)Nc1sc(C)c(C)c1C(=O)OCC(=O)N(C)C1CCS(=O)(=O)C1` (stereo unspecified) under PPC-1+TRAIL kill: -9
Reading of `CSc1nn2c(C(F)(F)F)cc(C(F)(F)F)nc2c1C(=O)O` under p47phox inh: -1
Reading of `Cc1cc(C)cc(NC(=O)N2CCC(C(=O)c3ccc(F)cc3)CC2)c1` under PGE2 EP2 inh: 7
Reading of `Cc1ccc2nc(/N=C(\N)NC(=O)NC3CCCCC3)nc(C)c2c1` under p47phox inh: -22
Reading of `Cc1cc(Br)ccc1OCCCCN1CCC(C)CC1` under Furin inh: -12
Reading of `O=C(C1CCN(CCCc2ccccc2)CC1)N1CCCCC1` under TbHK1 inh: -6

Next results
SMILES	PGE2 EP2 inh	BaF3 parental	PPC-1+TRAIL kill	RBBP9 inhibitor	Furin inh	Ba/F3 V617F tox	p97 inhibitor	TbHK1 inh	p47phox inh
CCn1c(CSc2nc(C)cc(C)n2)nnc1SCC(=O)Nc1cccc2ccccc12	5&3	3	-4	-6	-21[20 µM]	-4	-1	-2	-7
CCSC(=S)c1c(C)[nH]n(-c2ccccc2)c1=O	6	0	11	1	-16	-3	-1	-21	-2
CC(C)(C)C1C=C(Sc2ccccc2)C(=O)O1 (stereo unspecified)	18	7	9	-3	-19	0	-2	15	-27
COCCNC(=S)N/N=C/c1ccc(OCc2ccc(C(=O)OC)cc2)c(OC)c1	12	4	4	-7	-16	-1	-1	-11	-5
Cc1cc(C)n2cc(CSc3nc4cc(Cl)ccc4o3)nc2n1	5	3	-5	-9	-16	-2	4	0	5
O=C(Nc1nnc(C2=COCCO2)o1)c1ccc(S(=O)(=O)N2CCOCC2)cc1	1	2	-3	-1	-20	1	3	-16	-14
Cc1ccccc1C(OCCN(C)C)c1ccccc1 (stereo unspecified)	12&9&12	5&0	15&8	-8&-1	-12&-38	2&-1	-3&4	4&6	-3&0
NC(=O)C1CC(=O)N(c2ccc(OCc3ccc(Cl)cc3)cc2)C1 (stereo unspecified)	7&12	4	12	0	-34	-4	0	-2	1

Part of the list above, with each value named.
COCCNC(=O)C12CC3CC(C1)CC(c1ccccc1)(C3)C2
  PGE2 EP2 inh: 10	BaF3 parental: 7	PPC-1+TRAIL kill: 4	RBBP9 inhibitor: -14	Furin inh: -8	Ba/F3 V617F tox: 5	p97 inhibitor: -4	TbHK1 inh: 10	p47phox inh: -3

CC(=O)Nc1sc(C)c(C)c1C(=O)OCC(=O)N(C)C1CCS(=O)(=O)C1 (stereo unspecified)
  PGE2 EP2 inh: 4	BaF3 parental: 3	PPC-1+TRAIL kill: -9	RBBP9 inhibitor: -9	Furin inh: -3	Ba/F3 V617F tox: 3	p97 inhibitor: -10	TbHK1 inh: -4	p47phox inh: -1

O=C(C1CCN(CCCc2ccccc2)CC1)N1CCCCC1
  PGE2 EP2 inh: 18	BaF3 parental: 6	PPC-1+TRAIL kill: 18	RBBP9 inhibitor: 4	Furin inh: -12[20 µM]	Ba/F3 V617F tox: 4	p97 inhibitor: -1	TbHK1 inh: -6	p47phox inh: -1

Other structures
Each structure is followed by: PGE2 EP2 inh | BaF3 parental | PPC-1+TRAIL kill | RBBP9 inhibitor | Furin inh | Ba/F3 V617F tox | p97 inhibitor | TbHK1 inh | p47phox inh
> CC(=O)Nc1ccc(SC[C@H](CC(C)C)N2CCN(CCc3ccccc3)CCC2=O)cc1
    9 | . | 2 | . | -23 | . | . | -15 | -3
> Cc1ccc(-c2cc(C(=O)Nc3cc(C)on3)c3ccccc3n2)c(C)c1
    11 | 2 | 0 | -14 | -9 | 2 | -2 | -9 | -20
> O=C(Nc1ccccc1)N1CCC(C(=O)N2CCN(S(=O)(=O)c3cccc(F)c3)CC2)CC1
    5 | 4 | 12 | -9 | -13 | -2 | 4 | 1 | .
> CSCC[C@H](NC(=O)c1nn(C)c(=O)c2ccccc12)c1nc2ccccc2[nH]1
    . | 2 | 23 | -11 | -13[20 µM] | -1 | 1 | -5 | -11
> CCC(C)c1ccccc1NC(=O)Cc1coc2cc3c(cc12)CCC3 (stereo unspecified)
    5 | 4 | 10 | -10 | -16 | 2 | -3 | 2 | -6
> COc1ccc(C(=O)C[n+]2ccccc2/C=N/O)cc1
    8 | 8 | 12 | -1 | -22 | 1 | 0 | -15 | -8
> COc1ccc(-n2cnnc2SCC(=O)NC2CCCc3ccccc32)cc1 (stereo unspecified)
    5 | 8 | 6 | -3 | -14 | -2 | 5 | 19 | -15
> Cc1cc(NC(=O)c2ccco2)ccc1-n1cnnn1
    8&4 | 1 | 16 | 2 | -7[20 µM] | 2 | 1 | 6 | 2
> Cc1cccc(C(=O)N(NC(=O)Oc2ccccc2)C(C)(C)C)c1
    7 | 3 | 16 | -8 | -24 | -4 | 1 | 17 | -9
> CCOC(=O)c1cnc(C(F)(F)F)nc1Oc1ccccc1
    7 | -3 | 22 | -10 | -21 | -2 | -2 | -11 | -6
> COc1ccc(/C=N/NC(=O)CCc2ccccc2)cc1O
    4 | 3 | -10 | 0 | -17 | 0 | 5 | -5 | -12
> O=C(CCCC(=O)NCC1CCCO1)NCC1CCCO1 (stereo unspecified)
    7 | 2 | 5 | -2 | -16 | -3 | 3 | -3 | -9
> O=C(CN1C(=O)C2CC=CCC2C1=O)NC1CCCc2ccccc21 (stereo unspecified)
    5 | 1 | -12 | -10 | -3[20 µM] | 2 | -5 | -2 | -14
> O=C(CCC(=O)Nc1ccc(Oc2ccccc2)cc1)NCCO
    8 | 1 | -2 | -6 | -1 | 1 | 0 | 50* | -2
> Cc1nc(C)c(CCNC(=O)c2ccccc2Br)s1
    8 | 3 | 9 | 3 | -18 | -3 | 3 | 0 | -8
> O=C(c1ccccc1)c1nn(-c2ccc(Cl)cc2)c(=O)cc1C(F)(F)F
    15 | 30* | 24 | -1 | -27[20 µM] | 19 | 0 | -4 | -1
